NPY Y2 blocker: NPY-Y2 receptor antagonists, primary screen, cell-based | NPY-Y2 expressing cells, antagonist mode | inhibition, % at 2.7 µM | 140,000 compounds, 0.99% hits | AID 793, 2007; in the data active = inhibition above about 17%;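 note: 0% = vehicle with agonist challenge and 100% = reference antagonist with challenge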
Target sequence (P49146 whole entry, looked up): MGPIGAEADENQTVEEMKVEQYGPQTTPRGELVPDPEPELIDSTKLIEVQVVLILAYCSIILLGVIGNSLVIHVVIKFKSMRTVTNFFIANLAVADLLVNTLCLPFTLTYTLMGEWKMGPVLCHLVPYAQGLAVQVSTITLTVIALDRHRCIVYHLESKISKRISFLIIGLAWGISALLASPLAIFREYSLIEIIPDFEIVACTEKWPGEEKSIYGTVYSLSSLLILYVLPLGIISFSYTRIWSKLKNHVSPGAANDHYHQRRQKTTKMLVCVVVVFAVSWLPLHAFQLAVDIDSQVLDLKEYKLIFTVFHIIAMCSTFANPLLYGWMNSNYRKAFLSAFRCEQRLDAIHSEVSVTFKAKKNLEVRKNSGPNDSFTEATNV
HCT116 PTEN-null: growth suppression of PTEN-null HCT116, primary screen, cell-based, CellTiter-Glo; HCT116 PTEN-null viability, 60 h; stronger effect = lower value; viability, % at 10 µM; 140,000 compounds, 1.2% hits;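 active = viability at or below a set limit, 4 SD under the median of all tested compounds, cut at about 3.7% in these data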;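 note: PTEN knockout HCT116 line with beta catenin targeted HCT116 as companion control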
GALR2 antag: GALR2 antagonists in receptor-expressing cells, primary screen; antagonist mode; Galanin receptor type 2 (Homo sapiens), O43603; inhibition, % at 4 µM; 140,000 compounds, 0.39% hits; in the data active = inhibition above about 27%;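 note: cells stimulated with galanin 1-16 at roughly its EC80; 0% = agonist challenge control and 100% = basal control without agonist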
Target sequence (O43603 whole entry, looked up): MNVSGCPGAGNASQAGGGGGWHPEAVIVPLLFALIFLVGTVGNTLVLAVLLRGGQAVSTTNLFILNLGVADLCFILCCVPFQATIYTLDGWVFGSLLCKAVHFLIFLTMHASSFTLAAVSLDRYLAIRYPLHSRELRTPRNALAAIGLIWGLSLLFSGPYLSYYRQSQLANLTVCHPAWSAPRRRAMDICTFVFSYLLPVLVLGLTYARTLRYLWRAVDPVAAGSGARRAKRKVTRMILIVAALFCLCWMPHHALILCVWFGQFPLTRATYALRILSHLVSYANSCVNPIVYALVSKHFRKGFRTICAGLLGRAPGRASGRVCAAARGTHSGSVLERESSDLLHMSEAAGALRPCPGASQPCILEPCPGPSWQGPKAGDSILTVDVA
bCat KO growth: primary screen for growth suppressors in beta-catenin knockout HCT116 cells (colon tumor, human); HCT116 beta-catenin knockout viability, CellTiter-Glo, 60 h; stronger effect = lower value; viability, % at 10 µM; 140,000 compounds, 1.5% hits;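 active = viability at or under a set limit, the compound median less 4 SD, cut at about 6% in these data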;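 note: 0% = Hyamine 1622 control at 20 µM and 100% = untreated cell control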
MRP-1 activ: H69AR viability gain despite doxorubicin, primary screen, MRP-1 activator project, H69AR cells, CellTiter-Glo. viability rescue. viability increase, % at 10 µM. 140,000 compounds, 0.61% hits;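 active = viability gain under doxorubicin at or above a set limit, the compound median plus 3 SD, cut at about 4.7% in these data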;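 note: MRP-1 overexpressing cells given doxorubicin 25 µM after compound pretreatment; 18-22 h compound pretreatment then 72 h with doxorubicin before readout; 0% = doxorubicin-only wells and 100% = vehicle-treated cells without doxorubicin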
Phagocyt inh: inhibitors of macrophage phagocytosis, primary screen, imaging, J774A.1 cells, IgG beads; J774A.1 macrophage IgG-bead phagocytosis; 110,000 compounds, 0.07% hits; inhibition, % at 5 µM;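 active = inhibition above the mean of the plate negative controls plus 5 SD, cut at about 13% in these data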;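 note: phagocytic index as fraction of beads internalized from green versus red external bead signal; plate controls were DMSO negative control for no effect and cytochalasin-D positive control for full effect; some results beyond the cut were filed as inactive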
E-sel TNF inh: E-selectin induction blockers in HUVEC – imaging, immunofluorescence, high content, primary screen. HUVEC TNFa-induced E-selectin immunofluorescence. inhibition, % at 2 µM. 120,000 compounds, 0.71% hits. AID 1246, 2008;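 active = inhibition above the batch mean plus 3 SD, and confirmed as a hit on visual image review, cut at about 43% in these data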;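 note: 0% = TNF-stimulated DMSO wells and 100% = unstimulated control wells; not every result past the cut was called active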
Yeast growth inh: growth inhibitors of yeast BB579 in restrictive medium, primary screen, yeast lifespan-shortening project, S. cerevisiae | inhibition, % at 10 µM | 140,000 compounds, 0.51% hits | AID 804, 2007 | OD615, 48 h;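 active = inhibition above a set limit, 3 SD over the mean compound inhibition, cut at about 44% in these data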; note: inactives centre near -24
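Test system: Saccharomyces cerevisiae DeaD strain BB579, replicative lifespan model yeast | Buffer or medium: Restrictive CSMM-D medium | Doses: One dose, 10 µM compound with 0.25% DMSO | Incubation: 48 h exposure, 30 °C | Detection: Culture absorbance at 615 nm | Control set: Amphotericin B at 10 µg/mL as positive control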
Yeast lifespan up: compounds extending yeast replicative lifespan, primary screen, S. cerevisiae, OD615 | AID 775, 2007 | S. cerevisiae growth with nicotinamide; deaD strain in restrictive glucose medium | inhibition of the nicotinamide effect, % at 10 µM | 130,000 compounds, 0.68% hits;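 active = inhibition above a set limit, placed 3 SD over the median of all compounds, cut at about 26% in these data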;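 note: 0% = nicotinamide-treated wells and 100% = cells grown without nicotinamide; some compounds called inactive have numbers as strong as hits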
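assay system = DeaD-strain S. cerevisiae | measured by = absorbance at 615 nm | probe or stimulus = nicotinamide 1.5 mM | buffer or medium = CSMM-D glucose medium, restrictive | times = 48 h at 30 °C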
Measles CPE: compounds protecting cells from measles virus cytopathic effect, primary screen, measles RdRp inhibitor project, single point, MLSMR library, absorbance; protection (pct of control), % at 4 µM; AID 841, 2007; Measles virus-infected cells, CPE protection; 140,000 compounds, 1.5% hits; in the data active = protection mostly above about 24%, no sharp cut-off; inactive = mostly below about 26%; note: some compounds called inactive have numbers as strong as hits
The depositor's hits bear a star; · = not tested or not shown.

SMILES	NPY Y2 blocker	HCT116 PTEN-null	GALR2 antag	bCat KO growth	MRP-1 activ	Phagocyt inh	E-sel TNF inh	Yeast growth inh	Yeast lifespan up	Measles CPE
O=C(Nc1ccc2c(c1)OCCO2)C1CCCN(c2ncccn2)C1 (configuration not stated)	0	91	3	104	-0.4	-1	5	-29	-27	7
Cc1cc(OC(C)C(=O)N/N=C/CC(C)c2ccccc2)ccc1Cl (configuration not stated)	3	106	3	106	-0.2	1	3	-18	-6	10
O=C(N/C=C/c1ccccc1)Nc1ccc(Cl)cc1	-3	104	12	101	2.0	-2	-12	-31	-27	36
O=C(CN1CCN(Cc2ccccc2)CC1)N/N=C/C=C/c1ccco1	-1	102	7	95	1.0	-8	20	-21	5	3
COCCNC(=O)CN1c2ccccc2CC1C (configuration not stated)	3	94	17	87	-4.3	-1	15	-24	-5	5
CCc1ccc(S(=O)(=O)NCCc2cn3ccccc3n2)s1	1	92	-9	86	-3.0	·	17	-43	-10	18
CC(C)(Oc1ccc(-c2ccco2)cc1)C(=O)O	7	82	11	101	-1.8	-1	-1	-12	-5	4
CCOc1ccc(NC(=O)C2CCCN(S(=O)(=O)c3c(C)nn(C)c3C)C2)cc1 (configuration not stated)	2	87	12	85	-2.5	0	14	-16	-15	2
Cc1ccc2cc3c(nc2c1)N(Cc1ccco1)CC3	5	49	4	39	-3.9	-1	1	-11	-25	5
O=C(NC1CCCCC1)c1ccc(N2CCCC2=O)cc1	5	102	6	105	0.1	1	20	-17	-4	12
CCN(CC)c1ccc(NC(=O)Nc2cccc(C(C)=O)c2)cc1	2	78	1	88	-1.3	-2	-4	-41	-1	14
CCc1nnc(NC(=O)CSc2nnc(-c3cc4ccccc4cc3O)n2CCOC)s1	3	95	-3	105	0.4	-2	·	-12	-11	3
COc1ccc(/C(O)=C/Sc2nnc(Cc3ccccc3)o2)cc1	7	100	-18	92	0.0	0	-19	-36	-9	31
CCOc1ccc(S(=O)(=O)NCCC(=O)OCN2C(=O)c3ccccc3C2=O)cc1	1	100	1	100	-2.2	-1	-27	-23	-2	10
COc1ccc(NC2=Nc3ccccc3N3C2=Nc2c(c(C)nn2-c2ccc(C)cc2)C3c2cccnc2)cc1 (configuration not stated)	3	38	2	60	8.8*	0	-2	-48	-17	3
Cc1cccc2sc(NC(=O)C3CCCN(S(=O)(=O)c4cccc5nonc45)C3)nc12 (configuration not stated)	2	74	-4	72	-2.7	·	10	-41	-2	5
O=S(=O)(Nc1ccc(Cc2ccncc2)cc1)c1ccc(Cl)s1	0	97	7	95	1.3	-1	4	-30	5	7
O=C(NC(C(=O)O)c1ccccc1)c1ccc(S(=O)(=O)N2CCOCC2)cc1 (configuration not stated)	-1	100	11	91	-0.1	0	3	-32	-5	13
COC(=O)c1cc(NCc2c(F)cccc2Cl)ccc1N1CCOCC1	0	87	-1	92	-4.0	-4	·	29	-8	6
COc1cc(CNn2nnnc2N)ccc1OCC(=O)NC(C)(C)C	1	85	-8	91	0.0	-1	-15	-37	-1	4

Some of the entries so far, field by field.
molecule: CCc1nnc(NC(=O)CSc2nnc(-c3cc4ccccc4cc3O)n2CCOC)s1
  NPY Y2 blocker: 3
  HCT116 PTEN-null: 95
  GALR2 antag: -3
  bCat KO growth: 105
  MRP-1 activ: 0.4
  Phagocyt inh: -2
  E-sel TNF inh: ·
  Yeast growth inh: -12
  Yeast lifespan up: -11
  Measles CPE: 3
molecule: O=C(NC(C(=O)O)c1ccccc1)c1ccc(S(=O)(=O)N2CCOCC2)cc1 (configuration not stated)
  NPY Y2 blocker: -1
  HCT116 PTEN-null: 100
  GALR2 antag: 11
  bCat KO growth: 91
  MRP-1 activ: -0.1
  Phagocyt inh: 0
  E-sel TNF inh: 3
  Yeast growth inh: -32
  Yeast lifespan up: -5
  Measles CPE: 13

(next part)
SMILES	NPY Y2 blocker	HCT116 PTEN-null	GALR2 antag	bCat KO growth	MRP-1 activ	Phagocyt inh	E-sel TNF inh	Yeast growth inh	Yeast lifespan up	Measles CPE
Cc1cc2nc(C)n(CCCNC(=O)Nc3cccc4ccccc34)c2cc1C	2	57	3	61	1.8	-1	11	-18	-12	5
CC(=O)N1c2c(cc(Br)cc2S(=O)(=O)N2CCN(C(=O)c3ccco3)CC2)CC1C (configuration not stated)	3	88	-14	94	-1.2	·	-1	-33	-7	9
Cc1nc(NC(=O)C2CCCC2)sc1Cc1ccc2c(c1)OCO2	7	80	4	74	-0.1	-1	1	-42	-2	13
CCOc1ccc2c(c1)c(N=Nc1cccc(C(=O)O)c1)c(O)n2C	1	96	-3	96	-3.5	-3	5	-48	6	5
Cc1ccc(C(=O)N2CCCC2)cc1Br	2	106	-2	114	-1.1	0	-3	4	-15	7
Cc1cccc(C(=O)Nc2nnc(Cc3c[nH]c4ccccc34)s2)c1	2	86	4	91	-3.4	-4	11	-19	-19	15
CCN(CCCNC(=O)CN(C)S(=O)(=O)c1cccc2nsnc12)c1ccccc1	1	90	-1	82	-1.5	-4	·	-35	-3	4
COc1cc(/C=C(/C#N)c2ccc(F)cc2)ccc1Oc1ccc([N+](=O)[O-])cn1	3	53	-1	37	2.5	-8	·	-40	3	1
CCOC(=O)C1CCN(C(=O)c2c(C)oc3c2C(=O)c2ccccc2C3=O)CC1	0	0.7*	3	1.1*	-4.5	·	13	31	1	19
COc1cccc(NC(=O)C2CC(=O)OC23CCOC(C)(C)C3)c1 (configuration not stated)	1	99	7	101	0.6	1	-58	-53	-17	4
Cc1cccc(N(C(=O)CNC(=O)c2cccs2)C(C(=O)NC2CCCC2)c2cccnc2)c1 (configuration not stated)	6	88	7	87	-1.0	·	-14	-35	-17	3
CCOC(=O)C1CCCN(S(=O)(=O)c2cccs2)C1 (configuration not stated)	3	104	6	107	-0.4	·	-5	-19	-6	29*
Cc1nnc(NC(=O)Oc2ccccc2)s1	2	96	-9	104	0.4	-1	6	-60	-5	4
O=C(NCc1ccco1)c1ccc(=O)oc1	1	·	-8	74	-0.8	-1	·	-18	-4	1
COc1ccc(OC)c2[nH]c(=O)c(CCNC(=O)c3cc4ccccc4o3)cc12	-3	84	5	90	1.2	-1	-33	-49	-10	13
CCOc1ccc(-n2c(Cc3cc(=O)[nH]c(=O)[nH]3)nnc2SCc2cccnc2)cc1	1	97	-9	93	-1.7	0	·	-21	-8	7
COCCCNC(=S)NC(=O)c1ccccc1	2	96	2	99	-1.2	-7	·	1	-6	12
COc1cc(OC)cc(C(=O)Nc2ccccc2C(=O)N2CCCC2)c1	1	109	2	108	-2.2	·	-10	-19	-19	5
NC(=O)CN1CCOCCOCCOCCOCCOCC1	-1	95	4	95	-2.1	-3	-18	-36	-21	9
O=C(/C=C/c1ccc(OCCCF)cc1)NCc1cccc(Cl)c1	1	100	1	96	-2.1	-1	43	2	-14	4
Cc1cc(=O)oc2cc(OC(C)C(=O)N3CCOCC3)ccc12 (configuration not stated)	2	93	-8	93	-0.2	0	-2	-4	-7	7
COc1ccccc1OCC(=O)Nc1ccc(C(N)=O)cc1	-1	98	-4	106	-0.5	-1	-19	-13	-13	31
N#CCCN1CCN(S(=O)(=O)c2ccc(C#N)cc2)CC1	1	100	-13	101	-2.0	-2	·	-5	-1	24
CCC1CCCCN1C(=O)c1noc(C(C)C)c1[N+](=O)[O-] (configuration not stated)	4	93	-3	86	1.8	-6	·	1	11	6
O=c1[nH]c(NCCO)nc2c1C1(CCCC1)Cc1ccccc1-2	5	73	16	78	-1.5	·	18	-40	-14	19
COC(=O)C1=C(C)C(c2ccc(OC)cc2OC)NC(=O)N1 (configuration not stated)	1	99	0	107	-0.8	·	8	-49	-9	15
Cc1ccc(NC(=S)/C(=C(\[O-])c2ccc(C)c([N+](=O)[O-])c2)[n+]2ccccc2)cc1C	2	81	4	85	-4.6	·	·	-45	-23	6
CCOc1cc(C2/C(=C(\O)c3cc(C)ccc3C)C(=O)C(=O)N2CCN(C)C)ccc1O (configuration not stated)	1	83	5	86	-0.9	0	-7	-18	-10	21
O=C(CCCc1ccccc1)NC1CCSC1=O (configuration not stated)	2	102	-8	103	1.0	0	·	-44	1	23
CC(C)NC(=S)N1CCN(S(C)(=O)=O)CC1	1	98	1	91	-1.1	0	16	-22	-4	40
Cc1cnc(C(=O)OCC(=O)NC2CCCC(C)C2C)cn1 (configuration not stated)	3	110	-27	99	0.6	-1	11	-22	-12	3
COc1ccc(C(=O)c2ccccc2Cl)cc1	7	97	-8	88	-2.1	2	6	-23	-4	21
N=c1n(CCN2CCCCC2)c2ccccc2n1CC(O)COc1ccccc1 (configuration not stated)	60*	34	10	35	-5.4	-4	1	-18	-4	1
COc1ccc(/C=C2\N=C(SC)N(C)C2=O)cc1	1	95	0	100	-3.6	·	-11	-12	-15	15
CCCNc1ncnc2c1cnn2-c1ccc(OC)cc1	4	84	4	93	-1.6	·	-47	-11	-15	9
c1ccc(NCc2nc(-c3ccccc3)no2)cc1	1	108	-2	103	-0.7	·	7	-74	-11	19
CCCc1nc(N2CCN(C)CC2)c2sc(=S)n(-c3ccccc3)c2n1	6	79	-12	77	-2.4	0	-3	-32	2	16
COCCNC(=O)C(=O)Nc1ccc(Br)cc1	5	93	4	94	2.9	·	-33	-8	·	34
O=C(CCN1C(=O)c2ccccc2C1=O)Nc1ccc(-c2cn3ccsc3n2)cc1	1	100	3	102	1.4	0	-4	-16	-8	5
CN1C(=O)N(C)C2(CC1(C)C)CC(C)(C)N(C)C(=O)N2C	1	100	-12	101	-0.1	-1	·	-48	-14	10
Cc1ccc(OCc2cc(C(=O)Nc3ccccc3)oc2C)cc1	10	96	-21	88	-1.1	1	-2	-24	-13	8
O=C(Cc1ccc2c(c1)OCCO2)N1CCN(S(=O)(=O)c2cccc(Cl)c2Cl)CC1	5	83	-5	86	-0.1	0	·	7	4	14
COc1ccccc1NC(=O)c1ccccc1NC(=O)c1cc(Cl)ccc1NC(=O)c1ccco1	2	71	3	82	-3.1	0	-14	-46	-11	10
N/C(CSc1nc(-c2ccccc2)c(-c2ccccc2)o1)=N\O	0	91	3	93	-3.3	-1	-14	-40	-29	5
COc1ccc(CNc2n[nH]c(NCc3ccc(OC)c(OC)c3)n2)cc1OC	0	93	9	95	-0.5	2	-6	-19	-2	9
COc1cc2[nH]c(=O)n(CCC(=O)N3CC=C(c4ccccc4)CC3)c(=O)c2cc1OC	4	93	0	93	-2.8	0	15	-28	-23	4
CCCCCCCCOC(=O)C[N+](C)(C)C/C=C(/C)Cl	2	103	-10	89	-2.0	·	·	-12	0	4
CCOC(=O)COc1ccc(S(=O)(=O)N2CCN(c3ccccc3)CC2)cc1	0	86	3	93	0.1	-4	·	-47	9	5
CC1CCC(C(C)C)C(OC(=O)CSc2nnc(N)s2)C1 (configuration not stated)	5	80	-4	72	-0.6	·	2	-29	4	14

Assay outcomes as filed in PubChem BioAssay.
